Screens as filed in PubChem BioAssay.
LYP inh 2 = PTPN22 phosphatase inhibitors, primary screen, biochemical, DiFMUP fluorescence, 2 µM | 96,000 compounds, 0.21% hits | Tyrosine-protein phosphatase non-receptor type 22 (Homo sapiens), Q9Y2R2 | recombinant LYP catalytic domain | inhibition, % at 2 µM;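 active means inhibition at 2 µM at or above a set limit, the screen mean plus 3 SD, cut at about 24% in these data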;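 further: 0% = DMSO with enzyme and 100% = enzyme fully blocked by orthovanadate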
PostGolgi ctrl = growth inhibition of yeast control strain, primary screen, counter-screen for post-Golgi transport modulator project; inhibition, % at 10 µM; 98,000 compounds, 5% hits; efflux-deficient yeast background strain, growth absorbance A615, 16 h
PostGolgi yeast = phenotypic screen on post-Golgi transport, primary screen | post-Golgi transport phenotypic cell assay | inhibition, % at 10 µM | 98,000 compounds, 0.9% hits | AID 739, 2007;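 further: yeast cells grown in 1536-well plates; yeast grown about 18 h at 30C before absorbance read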
CYP2C9 act = human CYP2C9 activators, primary screen, biochemical, luminescence; AID 1024, 2008; 96,000 compounds, 1.4% hits; Cytochrome P450 2C9 (Homo sapiens), P11712; recombinant CYP2C9, luciferin-H conversion; active compounds read high; factor 1 = untreated enzyme, 0 = blocked; activation factor at 5 µM;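 active means activation factor of 2 or more for CYP2C9 at a 5 µM dose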;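 further: 0 = sulfaphenazole-blocked wells and 1 = vehicle-only wells; values of inactives mirror those of a sister screen read the other way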
Target sequence (P11712 whole entry, looked up): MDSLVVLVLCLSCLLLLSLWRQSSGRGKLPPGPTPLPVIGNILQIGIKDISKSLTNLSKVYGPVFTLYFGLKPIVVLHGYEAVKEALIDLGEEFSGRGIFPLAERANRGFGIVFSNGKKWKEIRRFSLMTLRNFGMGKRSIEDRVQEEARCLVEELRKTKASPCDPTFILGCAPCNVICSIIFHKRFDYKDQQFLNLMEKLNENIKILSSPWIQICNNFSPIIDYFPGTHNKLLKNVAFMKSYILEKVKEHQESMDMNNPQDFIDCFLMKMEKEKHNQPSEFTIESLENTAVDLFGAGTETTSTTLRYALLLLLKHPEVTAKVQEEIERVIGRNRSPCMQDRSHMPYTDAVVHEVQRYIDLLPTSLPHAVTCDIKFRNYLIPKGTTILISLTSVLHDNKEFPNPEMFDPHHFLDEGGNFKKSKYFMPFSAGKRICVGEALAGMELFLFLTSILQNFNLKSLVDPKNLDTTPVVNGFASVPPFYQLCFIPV
PTK2B oligo ant = antagonists of Pyk2 self-association, primary screen, Q293 cells, FERM NanoBiT luminescence, HTS | 99,000 compounds, 0.83% hits | active compounds read low | z-score (the deposit names both 25 µM and 10 µM) | AID 1347419, 2020 | Protein-tyrosine kinase 2-beta (Homo sapiens), Q14289;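 active means Z-score of -3 or lower, scaled per plate to the spread of control and sample wells; inactive means z-score above -3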;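 further: negative z-score means lost luminescence so less FERM oligomerization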
CYP2C9 inh = blockers of cytochrome P450 2C9 activity – biochemical, luminescence, ADME assay, primary screen; P11712; CYP2C9 Supersomes, luciferin-H conversion; inhibition, % at 5 µM; 96,000 compounds, 20% hits;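 active means blocking of liver enzyme CYP2C9 beyond about 50% at 5 µM, limit read from the data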; further: values of inactives mirror those of a sister screen read the other way
PTPN22 act = LYP phosphatase activators, primary screen, biochemical, DiFMUP fluorescence, 2 µM. Tyrosine-protein phosphatase non-receptor type 22 (Homo sapiens), Q9Y2R2. recombinant LYP; 0 = plate median, 100 = signal doubled. activation, % at 2 µM. 96,000 compounds, 0.11% hits. AID 697, 2007;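 active means activation at 2 µM above a set limit, the mean plus 5 SD, cut at about 37% in these data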
E coli WT exp = growth inhibitors of wild-type E. coli, primary screen, strain BW25113, expanded library, OD600. growth inhibition, % at 100 µM. OD600 absorbance. 98,000 compounds, 0.15% hits;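 active means growth inhibition above about 50% at one test dose, limit read from the data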;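 further: growth measured after 20 h incubation at 37 °C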
DAT uptake mod = changed hDAT dopamine uptake under cocaine IC80, either direction, primary screen, cocaine antagonist project, cell-based, LLC-PK1 hDAT, [14C]-dopamine uptake, MLSMR; Sodium-dependent dopamine transporter (Homo sapiens), Q01959; LLC-PK1 hDAT cells, [14C]-dopamine uptake with cocaine IC80; actives deviate in either direction; B-score at 10 µM; 110,000 compounds, 1.3% hits; AID 449768, 2010;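 active means Z score or B-score, a plate-position-corrected score, falls beyond the plate's 99.7% confidence bounds, in either direction; inactive means both scores lie inside the 99.7% bounds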;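 further: scored against the spread of the other compound wells on the same plate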
The depositor's hits bear a star; . = not tested or not shown. Unless noted, no stated cut-off is given here; in the data, active means inhibition above about 30%; inactive means the rest. Compounds were not picked by outcome. Share with any hit: about 24%.

SMILES	LYP inh 2	PostGolgi ctrl	PostGolgi yeast	CYP2C9 act	PTK2B oligo ant	CYP2C9 inh	PTPN22 act	E coli WT exp	DAT uptake mod
Nc1nc(-c2ccco2)cs1	-8	-10	13	1	-0.21	4	6	-1	0.46
Fc1ccc(N2CCN(c3ncnc4nc[nH]c34)CC2)cc1	0	5	-2	1.5	.	-46	-2	-4	0.9
CCOC(=O)C(C)Sc1nc2c(c(=O)[nH]c(=O)n2C)n1Cc1ccc(Cl)cc1 (centres undefined)	.	32*	3	0.8	.	20	.	1	-0.15
CC1=C(SCCC#N)S/C(=C2\SC(C)=C(SCCC#N)S2)S1	13	-7	15	1	2	-2	-13	-3	0.82
COc1ccc2c(c1)CCc1c(C(=O)Nc3ccn(Cc4ccc(C)cc4)n3)noc1-2	16	-5	-5	0.6	1.3	42	-18	-9	0.26
CC(=O)Nc1ccc(S(=O)(=O)Nc2nc3ccccc3s2)cc1	-4	7	1	0.4	0.78	62*	4	5	0.25
COC(=O)c1sccc1NC(=O)c1cc(OC)cc(OC)c1	-7	.	.	.	-0.61	.	5	.	-8*
Cc1nn(C)cc1CN(C)C(=O)c1sc2cccc(Cl)c2c1Cl	.	16	1	2*	1.2	-98	.	4	0.0077
Cn1c(=O)c2c(nc(N3CCc4ccccc4C3)n2Cc2ccc(Br)cc2)n(C)c1=O	5	27	-5	0.8	-0.47	19	-5	-3	-0.14
O=C(NCc1ccc(Cl)cc1)c1ccccc1Oc1ccccc1	2	33*	-8	0.5	-1.5	54*	3	0	0.9
O=C(NCCN1CCOCC1)c1ccc2c(c1)N(Cc1ccc(F)cc1)C(=O)CS2	.	1	-3	0.7	.	34	.	-8	0.0075
Cc1ccc(NC(=O)CN(C)S(=O)(=O)c2cccs2)cc1C	-8	-3	10	0.8	-0.42	17	10	-2	0.043
C/[N+]([O-])=C\c1coc2ccccc2c1=O	-2	-9	0	0.9	0.42	13	2	13	1.4
COc1ccccc1N1CCN(C(=O)C(Sc2ccccc2)c2ccccc2)CC1 (centres undefined)	12	10	9	0.4	-0.78	59*	-9	-9	0.81
N#Cc1nc(COc2ccccc2F)oc1NCCCn1ccnc1	2	0	8	0.1	0.89	90*	-4	5	-0.11

Overlap with the part before: 2 compounds, followed by the next part.
SMILES	LYP inh 2	PostGolgi ctrl	PostGolgi yeast	CYP2C9 act	PTK2B oligo ant	CYP2C9 inh	PTPN22 act	E coli WT exp	DAT uptake mod
COc1ccccc1N1CCN(C(=O)C(Sc2ccccc2)c2ccccc2)CC1 (centres undefined)	12	10	9	0.4	-0.78	59*	-9	-9	0.81
N#Cc1nc(COc2ccccc2F)oc1NCCCn1ccnc1	2	0	8	0.1	0.89	90*	-4	5	-0.11
O=C(CN1CCCCC1)Nc1ccccc1NC(=O)CN1CCCCC1	-11	4	2	1.1	0.18	-9	6	-1	0.38
CC1CCN(c2ccc(NC(=S)NC(=O)c3ccco3)cc2)CC1	1	12	7	1	1.2	0	5	-15	-1.1
COc1cccc(OC)c1C(=O)N1CCN=C1SCc1cccnc1	-6	-2	-1	0.8	-0.33	16	6	-2	0.053
O=C1c2ccccc2C(Nc2ccc(Cl)cc2)N1CCN1CCOCC1 (centres undefined)	5	4	-10	0.9	.	6	-6	5	-0.07
COC(=O)c1ccc(CSc2nnc(-c3c[nH]c4ccccc34)n2C)o1	.	4	3	0.2	.	78*	.	-2	0.53
COc1ccccc1NC(=O)CN(C)S(=O)(=O)c1ccc2c(c1)CCC(=O)N2	3	-3	-6	1	.	1	-4	4	0.015
O=C1NCCN1C(=O)C12CC3CC(CC(C3)C1)C2	-6	7	1	0.8	-0.46	22	4	-4	0.22
Cc1oc(-c2ccccc2F)nc1CN1CCC(C(=O)NC2CCCc3ccccc32)CC1 (centres undefined)	-13	3	-1	1.3	0.13	-30	10	4	0.73
COc1cccc(-c2cc(C(=O)Nc3cnn(Cc4ccc(F)cc4)c3)no2)c1	-12	-4	-7	1	0.05	-2	10	-15	-1.7
Nc1nc(SCc2ccccc2Cl)[nH]c(=O)c1-c1ccccc1	8	.	.	.	-1.4	.	-8	.	-1.1
Cc1ccc(-c2[nH]nc(N)c2N=Nc2cccc(Cl)c2C)cc1	13	45*	15	1.1	-1.8	-8	-9	-16	0.0029
Cc1ccc(C)c(C(=O)COc2ccc(C)nc2[N+](=O)[O-])c1	2	-8	2	1.4	1.4	-42	-3	-5	-1.4
c1ccc(-c2nc(N3CCNCC3)nc3ccccc23)cc1	2	-8	-4	0.9	0.76	9	-2	14	0.38
CCCNC(=O)C1CCN(S(=O)(=O)c2ccc(-c3nn[nH]n3)cc2)CC1	-2	6	5	0.2	0.02	83*	-1	-5	-0.68
CCOc1nc(SCCOc2ccc(C)cc2)nc(N(C)C)n1	5	14	-1	.	-0.94	.	-8	-7	-0.4
O=C(Nc1nc(-c2ccc(Cl)s2)cs1)c1cccs1	.	23	-4	0.1	-3	85*	.	-24	-0.13
Cc1ccccc1N(Cc1ccccc1F)S(C)(=O)=O	-7	14	-12	0.3	1.2	70*	6	1	-0.2
O=C(c1cccs1)N1CCN(S(=O)(=O)c2ccccc2)CC1	9	-2	-4	0.3	0.84	70*	-8	-1	-0.98
Cc1ccc(SC(CC(=O)c2ccc(C)cc2)C(=O)O)cc1 (centres undefined)	-4	2	-4	0.1	0.27	95*	4	-6	-0.34
Cc1cccc(OCCn2c(=O)sc3ccccc32)c1	-12	.	.	.	-1.1	.	10	.	2.1
c1ccc(-c2noc(-c3ccncc3)n2)nc1	-9	5	-8	0.7	0.9	25	6	4	-0.038
O=C(Oc1ccc(-n2cnnn2)cc1)c1ccco1	-21	-2	-1	1	0.68	4	19	7	-0.21
COc1cccc(-c2noc(C(C)n3nc(C)c([N+](=O)[O-])c3C)n2)c1 (centres undefined)	12	-4	-6	0.5	-2	55*	-9	-6	0.88
CN(C)S(=O)(=O)N1CCc2ccccc21	0	-4	2	2.3*	-0.11	-130	0	6	0.036
COc1ccc(C(=O)Nc2cccc(C(C)=O)c2)cc1S(=O)(=O)N1CCOCC1	2	10	7	1	1.6	4	-1	-4	-0.04
COc1ccc(-c2nc3ccncc3[nH]2)cc1OC	-6	6	5	1	0.78	3	8	2	0.04
Cc1cccc(NC(=S)N/C(=N/S(=O)(=O)c2ccccc2)c2ccccc2)c1	-1	8	-4	0.5	0.41	46	-1	-12	0.29
COc1cccc(C(=O)CSc2nnc(-c3cccs3)o2)c1	12	7	-4	.	0.78	.	-8	-7	-0.72
CCOC(=O)Cc1c(C)nc2c(C#N)c(C)nn2c1C	-6	13	4	1	1.8	-3	1	3	-0.29
COc1cccc(C(=O)Nc2nnc(-c3cccs3)s2)c1	-21	9	-3	0.3	0.04	70*	19	-26	-0.49
COC(=O)c1ccccc1NC(=O)CN1CCC(n2nnc3cc(C(F)(F)F)ccc32)CC1	6	11	-9	0.2	-0.01	82*	-7	-8	.
O=C1CC(C(=O)Nc2nccs2)C(c2ccccc2)O1 (centres undefined)	.	.	.	0.4	0.29	60*	.	.	-0.071
COc1cccc(N2CCN(C3CC(=O)N(c4cccc(Cl)c4)C3=O)CC2)c1 (centres undefined)	.	17	1	0.6	1.3	39	.	-1	-0.67
COc1ccccc1-c1nnc(NC(=O)C(C)SC2=NCCS2)s1 (centres undefined)	-5	38*	11	0.9	.	8	1	-9	-0.18
OC1(c2ccc3c(c2)OCO3)CCN(Cc2ccccn2)CC1	-6	5	9	1.2	0.42	-23	4	-3	0.15
CS(=O)(=O)N(Cc1ccc(Cl)cc1)c1ccc(C(=O)N2CCN(c3ccccc3)CC2)cc1	0	18	-1	0	0.51	98*	0	-4	0.038
CCOc1ccc(NC(=O)CCN2CCN(c3ccccc3F)CC2)cc1	10	9	0	0.3	0.83	68*	-12	0	-0.16
CCN(CCCNC(=O)C1CCN(S(=O)(=O)c2cnc[nH]2)CC1)c1ccccc1	3	7	7	0.2	-0.61	82*	0	-1	-0.72
CCn1c(SCC(=O)Nc2nc3ccccc3s2)nnc1-c1ccc(OC)cc1	-5	0	6	1	0.94	3	5	-17	0.034
CCOc1ccc2c(C)cc(=O)oc2c1OCC	8	6	2	1.5	1.1	-46	-8	8	-0.46
COc1ccc(CCNC(=O)CN2CCC(C(N)=O)CC2)cc1	1	4	-8	1.2	0.78	-17	-2	-4	-0.024
C/C(=N\OC(=O)c1cccc(Cl)c1)c1sc(C)nc1C	-8	-2	-6	1	0.43	1	9	-5	0.35
Cc1cccc(-c2nc(NCCCN3CCOCC3)c3ccccc3n2)c1	-4	7	1	0.2	-0.68	84*	-1	12	0.87
CNC(=O)COc1ccc(-c2nn(C)c(=O)c3ccccc23)cc1	-14	12	-6	1	1.2	-4	14	-1	-0.25
C=CCOc1ccc(C(=O)NC2CCCCC2)cc1	2	9	19	0.9	-0.38	11	0	0	-0.18
N#Cc1c(-c2ccc3c(c2)OCO3)csc1N	3	2	-2	1.1	2.2	-11	-10	8	2.3
C=CCNS(=O)(=O)CC12CCC(CC1=O)C2(C)C (centres undefined)	6	3	-1	1	-1	-4	-3	-2	0.41
Cc1cccc(C)c1NC(=O)N1CCN(C2CCCCC2)CC1	-8	3	-3	.	0.05	.	5	-2	1.2
CCc1ccc(N2CC34C=CC(O3)C(C(=O)OC(C)C)C4C2=O)cc1 (centres undefined)	-2	7	0	.	.	.	1	3	0.15
OC(COc1ccc2cc(Br)ccc2c1)CN1CCCC1 (centres undefined)	-6	16	-3	1.9	0.73	-91	2	17	0.55
FC(F)(F)c1cccc(N2CCN(CC3CC4C=CC3C4)CC2)c1 (centres undefined)	5	-4	0	1.5	0.76	-45	-3	5	-0.2
O=S(=O)(Nc1ccc(Cc2ccncc2)cc1)N1CCCC1	-4	-1	4	0	-0.29	97*	0	9	1
Cc1ccc(NC(=O)/C(C#N)=C/c2ccc(Sc3nc(C)cc(C)n3)o2)cc1	5	-6	-12	0.9	-0.16	5	-2	-12	-0.46
Cc1cc2ccccn2c1C(=O)c1ccncc1	15	7	3	0.3	-1	65*	-12	1	-0.82
CCOc1ccc(NC(=S)/C(=C(\[O-])c2ccc(C)c([N+](=O)[O-])c2)[n+]2ccccc2)cc1	-2	8	-6	1.2	0.08	-21	3	9	-0.052
CCOc1cc(S(=O)(=O)N2CCCCCC2)ccc1F	3	8	-1	1.3	-1.3	-31	-4	-3	-0.01
O=C(CCCCCn1c(=O)[nH]c2ccsc2c1=O)NCc1ccc(F)cc1	-1	15	8	0.1	0.53	88*	3	-6	-0.01
CCC(C)COC(=O)c1ccc(C(=O)O)cc1 (centres undefined)	-2	7	-4	1.1	0.23	-8	2	-3	0.81
CCN(CC)CCN1C(=O)c2ccccc2NC1c1ccc(C)cc1 (centres undefined)	-5	-1	1	1.3	-0.08	-27	5	3	-0.63
O=C(CCCn1c(SCC(=O)c2ccc(F)cc2)nc2ccccc2c1=O)NCc1ccco1	-5	14	-4	0.1	0.98	95*	2	-14	-0.67
Cc1cccc(N2CN=c3s/c(=C\c4ccncc4)c(=O)n3C2)c1	1	8	10	0.7	1.3	31	1	0	.
